From PubChem BioAssay
NCI-60 one-dose screen, 48 h, at 10 µM unless noted. Numbers give growth in % (100 = growth as untreated, 0 = no growth, -100 = all killed).
HL-60(TB): HL-60(TB) leukemia cells; 9% of 78,000 active; active = growth percent below 10
Numbers without * were called inactive; & = joins results of further samples; ! = not confirmed by another sample; [ ] = remark or other dose. These rows are one share of the data. The share of hits here may be higher or lower than overall.

Molecule	HL-60(TB)
CC(C)c1cc(C(C)C)c(S(=O)(=O)Oc2ccc(NC(=O)C3CCCCCCC3)cc2)c(C(C)C)c1	50
Oc1c(Cl)cc(Cl)c2cccnc12	5.9*!
C=CCNC(N)=S	119
O=[N+]([O-])c1cccc(-c2nnc(CSc3nnc(-c4ccccc4O)o3)o2)c1	100
CN1CCN(c2ccc(C(=O)/C=C/c3ccc(F)c(C(F)(F)F)c3)cc2)CC1	62
C=C(C)COc1ccc(C)cc1	112
CCC(c1ccc(O)cc1)C(CC)c1ccc(O)c(F)c1 (stereo unspecified)	56
O=C(NC1CCCCC1)c1ccc(Nc2ncnc3c2cnn3-c2ccccc2)cc1	106
COc1ccc(Nc2nc(N)n(Cc3cccc(Br)c3)n2)cc1	-11*
[O-][n+]1onc(-c2csc(-n3nc(C(F)(F)F)cc3C(F)(F)F)n2)c1-c1ccccc1	82
Clc1ccc(-c2nc(-c3ccco3)cn3ccnc23)cc1	102
Cn1c2ccc(O)cc2c2cc3ncccc3nc21	67
COc1ccc(/C=C2\SC(=O)N(Cc3cc4ccccc4nc3Cl)C2=O)cc1OC	122
Cc1ccc(S(=O)(=O)N(CCc2ccc(Cl)cc2)S(=O)(=O)c2ccc(C)cc2)cc1	85
CC(=O)Nc1cccc(Nc2nc(-c3ccccc3)n3ncc(C#N)c3n2)c1	57
Cc1ccc(N=C2CSc3nnc(-c4csc5c4CCCC5)n3N2)cc1	-25*
Oc1c(N=Nc2nn[nH]n2)ccc2ccccc12	98
Oc1cccc(C=Nc2ccc(Nc3ncnc4sc5c(c34)CCN(Cc3ccccc3)C5)cc2)c1	115
Cc1ccc(Nc2nc3c(s2)C2=CC[C@@H]4[C@H](CC[C@]5(C)C(=O)CC[C@@H]45)[C@@]2(C)CC3)cc1	34
C=CC(=O)N[C@@H](Cc1ccc(-c2cc(Cl)cc(Cl)c2)cc1)[C@@H](O)[C@H](O)C(=O)O	96
NCC[C@@H](N)C[C@H]1O[C@@H](n2cnc3c(N)ncnc32)[C@H](O)[C@@H]1O	98
Cn1cc([C@@H]2Nc3ccc4[nH]ncc4c3[C@H]3[C@H]4CCC(C4)[C@H]32)c(C(F)(F)F)n1	7.1*
N#Cc1ccc(NC(=O)c2cc(-c3ccc(F)cc3F)ccc2O)cc1C(F)(F)F	128
N=C(N)c1ccc(O)cc1	102
CN1CCN(c2c(F)cc(NC3=C(Cl)C(=O)c4ncccc4C3=O)cc2F)CC1	-25*
COc1ccc2c(c1OC)CN(C(=O)C(C)(O)COC(C)=O)C(=O)O2 (stereo unspecified)	90
Nc1ccc(N)c(Cl)c1	69
CC(=O)c1cc2c(cc1C)C(C)(C)CC(C)C2(C)C (stereo unspecified)	64
CCOc1ccccc1-n1c(CN2CCN(C(=O)COc3ccc(CNCCCCCCN4C5CCCC4CC(OC(=O)Nc4cc(C)ccc4OC)C5)cc3)CC2)nc2ccccc2c1=O (stereo unspecified)	-76*
COc1ccc(Cc2nn(CC(=O)N/N=C/c3ccc(Br)cc3)c(=O)c3c(C)noc23)cc1	91
Cc1ccc(-c2cc(-c3ccccc3)[nH]c(=O)c2C#N)s1	95
O=C(CCN1CCCCC1)CCN1CCCCC1	100
ClC(Cl)(Cl)C1OCCO1	109
Cc1ccc(-c2nc3nc(-c4ccccc4)nc(N4CCN(S(=O)(=O)c5ccccc5)CC4)c3o2)cc1	107
N#CC(C#N)=Cc1ccccc1[N+](=O)[O-]	94&102
Fc1ccccc1-c1cnn2cc(-c3ccccc3)cnc12	99
CC(CN1CC2CCC(C1)O2)OC(=O)c1ccccc1 (stereo unspecified)	96
CCSc1nnc2c(/C=C/c3ccccc3O)nc3ccccc3n12	49
O=S1(=O)CCN(C2CCCC2)CC1	105
O=C(CN1CCN(c2ncnc3c2cnn3-c2ccccc2)CC1)Nc1ccc(Cl)cc1	59

A portion taken from the entries so far, as a working copy:
Molecule	HL-60(TB)
O=S1(=O)CCN(C2CCCC2)CC1	105
O=C(CN1CCN(c2ncnc3c2cnn3-c2ccccc2)CC1)Nc1ccc(Cl)cc1	59

Other entries
Molecule	HL-60(TB)
CN1C2CC(=O)CC1C(O)C2 (stereo unspecified)	96
CSC1=C(N)C(=O)c2[nH]cc(CO)c2C1=N	-28*
Nc1c(C(=O)Nc2ccc(F)cc2)sc2nc3c(cc12)C(=O)CCC3	102
CCOC(=O)C1=C(CC)NC(=O)N(C)C1c1ccccc1 (stereo unspecified)	32
CC(=O)N(CC(=O)O)c1ccccc1	108
O=c1cc(NNC(=S)Nc2ccccc2)c2cc(Br)ccc2[nH]1	97
O=C(Cn1cc(CN2C(=O)c3ccccc3S2(=O)=O)nn1)Nc1ccc(Cl)cn1	99
Nc1nc(=S)cc(Cl)[nH]1	93
OCC(O)C(O)CC1SCCS1 (stereo unspecified)	46
COC1(OC)N=C(N)C2(C#N)C3(C(=O)Nc4ccccc43)C12C#N (stereo unspecified)	73
COc1ccc(OC)c(/C=C/C(=O)C2=NN(c3ccc(I)cc3)[C@H](c3cc(OC)ccc3OC)CC2=O)c1	68
Cc1ccc(NC(=O)Nc2nc3ccc(OC(F)(F)F)cc3s2)cc1	87
COC[C@@]1(C)CC[C@]2(C)CC[C@]3(C)C(=CC[C@@H]4[C@@]5(C)CCCNC(C)(C)[C@@H]5CC[C@]43C)C2C1 (stereo partly specified)	48
O=S(=O)(O)c1ccc(N=Nc2ccc(O)c3ccccc23)cc1	83
N#CC1=C(c2ccc(Br)cc2)NC(SCC(=O)c2ccc(Br)cc2)NC1=O (stereo unspecified)	96
O=C(Nc1ccc(C(=O)/C=C/c2ccc(N3CCCCC3)cc2)cc1)Nc1ccc([N+](=O)[O-])cc1	81
CN(C)c1ccnc(CNCCSC2c3ccccc3C=Cc3ccccc32)c1	58
CCOc1ccccc1NC1=C(OC)C(=O)C(Nc2ccccc2OCC)=C(OC)C1=O	93
CCCCC(O)Cn1ncc(C(=O)N/N=C\c2ccc(OC(F)F)c(Oc3ccccc3)c2)c1N (stereo unspecified)	68
COc1ccc(C2CCc3cc4c(cc3/C2=N/O)OCO4)cc1OC (stereo unspecified)	80

6 structures already listed, sorted by length of the SMILES, rising.
Molecule	HL-60(TB)
O=S(=O)(O)c1ccc(N=Nc2ccc(O)c3ccccc23)cc1	83
Cc1ccc(NC(=O)Nc2nc3ccc(OC(F)(F)F)cc3s2)cc1	87
CCOc1ccccc1NC1=C(OC)C(=O)C(Nc2ccccc2OCC)=C(OC)C1=O	93
CCCCC(O)Cn1ncc(C(=O)N/N=C\c2ccc(OC(F)F)c(Oc3ccccc3)c2)c1N (stereo unspecified)	68
COc1ccc(OC)c(/C=C/C(=O)C2=NN(c3ccc(I)cc3)[C@H](c3cc(OC)ccc3OC)CC2=O)c1	68
COC[C@@]1(C)CC[C@]2(C)CC[C@]3(C)C(=CC[C@@H]4[C@@]5(C)CCCNC(C)(C)[C@@H]5CC[C@]43C)C2C1 (stereo partly specified)	48

Following part:
Molecule	HL-60(TB)
O=S(=O)(NCCNc1nccc(-c2cn(-c3ccccc3)nc2-c2ccc(Cl)c(O)c2)n1)c1ccc(O)cc1	85
Cc1cccc(Cl)c1NC(=O)c1ccc2nc(NC(=O)NC3CCN(C)CC3)sc2c1	123
Brc1ccc(/C=C(/C2=NCCN2)n2ccc3ccccc32)cc1	26
O=C(Nc1nc2ccc([N+](=O)[O-])cc2s1)Nc1ccccc1F	-8.1*
O=C(Nc1cccc(C(F)(F)F)c1)c1cc(-c2ccc(F)cc2F)ccc1O	-41*
C[C@]12CC[C@H](O)CC1=CC[C@@H]1[C@@H]2CC[C@]2(C)c3[nH]ncc3C[C@@H]12	103
CC(C)CCNc1ccc(Cl)cc1	114
CCN(CC)c1ccc(CCc2ccc(N(CC)CC)c3cccnc23)c2ncccc12	43
C/C(=N\NC(N)=S)c1nnn(-c2ccc([N+](=O)[O-])cc2)c1C	105
Cc1cc(O)c(O)cc1SC1=NC(O)C(CN)=C(C(C)C)N1 (stereo unspecified)	90
CCOC(=O)NC(=S)Nc1ccc2c(ccn2C(=O)c2cccc(F)c2)c1	94
C/C=C(/C)C(=O)O[C@@H]1CC(C)(C)CC2C3=CCC4[C@@]5(C)CC/C(=N\O)C(C)(C)C5CC[C@@]4(C)[C@]3(C)CC[C@]21C(=O)O (stereo partly specified)	41
c1cnc2ncncc2n1	101
Cc1cccc(Nc2ncnc3c2cnn3-c2cccc(F)c2)c1	101
C=CCn1c(C)nc2ccc(Nc3nc(N4CCN(C)CC4)nc4ccccc34)cc21	95
O=C(C[n+]1cccc2ccccc21)c1cccs1	85
Nc1ccc(N)c2c1C(=O)c1c(N)ccc(N)c1C2=O	92
NC(=O)C1=C(N)c2ccccc2C1c1ccccc1 (stereo unspecified)	110
CC[C@]12C=CCN3CC[C@@]4(c5ccc(OC)cc5N(C)[C@H]4[C@@](O)(C(=O)OC)[C@@H]1OC(=O)CCC(=O)O[C@H]1CC[C@H]4[C@@H]5CC[C@H]6CC(=O)CC[C@]6(C)[C@H]5CC[C@]14C)[C@@H]32	-38*
CCOC(=O)c1c(NC(=O)C2CCCCC2C(=O)O)sc2c1CCCC2 (stereo unspecified)	102
O=C(O)c1[nH]c(=O)[nH]c(=O)c1F	117
O=C(Nc1ccccn1)Nc1ccccn1	106
N#CC1=C(N)Oc2cc3ccccc3cc2C1c1ccc([N+](=O)[O-])cc1 (stereo unspecified)	56
O=C1NCC(c2cc3ccccc3[nH]c2=O)Nc2ccccc21 (stereo unspecified)	96
CCOC(=O)C1=NN(c2ccccc2)C(=O)C1N=Nc1ccc(S(=O)(=O)Nc2nnc(C)s2)cc1 (stereo unspecified)	122
CCN=C1C=CC(=C(c2ccc(N(CC)CC)cc2)c2ccc(N(CC)CC)cc2)c2ccccc21	-31*
COc1ccc(C(=O)COc2ccc(/C=C3\CSc4ccccc4C3=O)cc2)cc1	85
CC1(C)CC[C@]2(C(=O)O)CC[C@]3(C)C(=CCC4[C@@]5(C)C[C@@H](O)[C@@H]6OC(c7ccccc7)OC[C@@]6(C)C5CC[C@]43C)C2C1 (stereo partly specified)	44
CN1CCN(Cc2ccc(NC(=O)c3cccc(C#Cc4cnc(N)c5ncccc45)c3F)cc2C(F)(F)F)CC1	12
CC1CN(c2oc(-c3ccc([N+](=O)[O-])cc3)nc2C#N)CC(C)O1 (stereo unspecified)	95
O=C1NC(=S)NC(=O)C1=Cc1ccc(Cl)c([N+](=O)[O-])c1	103
COc1cc(C2CC(c3ccc(Br)cc3)=NN2)cc(OC)c1OC (stereo unspecified)	49
CC1(c2ccccc2)NC(=O)N(CC(=O)Nc2ccc(C(=O)/C=C/c3ccccc3)cc2)C1=O (stereo unspecified)	10
N#C/C(=C\c1cn(Cc2ccccc2)c2ccccc12)C(=O)Nc1ncc(Cc2ccccc2Cl)s1	93
COC(=O)CC[C@@H](C)[C@H]1CC[C@H]2C3CC[C@@H]4C[C@@H]5CC[C@]4(C)[C@@]3(O5)[C@H](Br)[C@@H](Br)[C@]12C (stereo partly specified)	81
Cc1nc2ccccc2nc1CSc1nc2ccccc2c(=O)[nH]1	91
COc1cc(C(=O)NNC(=O)c2ccc(NC(=O)CN=[N+]=[N-])cc2)cc(OC)c1OC	92
Cc1ccc(-c2c3sc4ccccc4nc-3c3cc(C)c(C)cc3c2=O)cc1C	97
C=CCCCCOc1cccc(/C=C2\N=C3SCCCN3C2=O)c1	95
O=C(c1cc2cccnc2n1-c1ccc(Cl)c(Cl)c1)N1CC(F)C1	100
COc1ccc(-c2cscc2N)cc1	19[100 µM]
O=C(N/N=C/c1ccc(Cl)cc1)c1ccc2nc(-c3ccc([N+](=O)[O-])cc3)[nH]c2c1	97
O=C(O)c1ccccc1Oc1cc(-c2ccco2)nc(OCCn2cncn2)n1	90
COc1cccc(COc2ccc(NC(=O)Nc3ccc(Cl)c(C(F)(F)F)c3)cc2)c1	18
CCOC(=O)C/C(=N\Nc1cc(=O)n(C)c2ccccc12)C(=O)OCC	111
CCOC(=O)C(C(=O)OCC)c1ccc(Cl)cc1	114
Cn1c(SCC(=O)N/N=C/c2ccc(C(F)(F)F)cc2)nc2ccccc2c1=O	87
O=C(CSc1nnc2sc(Nc3ccc(C(F)(F)F)cc3)nn12)c1ccc(F)cc1	87
CCCCCCCCCCCCCCCCNC(=S)N/N=C/c1cccc(OC)c1OC	98
Cc1nc(C(N)=O)c(C(N)=O)nc1C	94

(cont.)
Molecule	HL-60(TB)
FC(F)(F)c1ccc(-c2cnc(Cl)nc2N2CCC3(CC2)OCCO3)cc1	84
Cc1ccc(S(=O)(=O)Nc2nc3ccccc3nc2Nc2ccc3nsnc3c2)cc1	37&45
CC(NC(C(=O)c1ccccc1)c1ccccc1)c1ccccc1 (stereo unspecified)	61
CCCCCCCCCCCCCCCCCC1=NC(C)(C)CN1c1ccccc1	68
Cc1ccc2c(c1)NCCN2	100
O=C(Nc1nc2ccc(O)cc2s1)c1ccc(C(F)(F)F)cc1	19
C#Cc1ccc(-n2c(/C=C/c3cc(OC)cc(OC)c3)nc3ncccc3c2=O)cc1	68
CS(=O)(=O)N1CCN(C(=O)c2ccc(Oc3ccc(C(=O)N4CCN(S(C)(=O)=O)CC4)cc3)cc2)CC1	96
C=C1CCC[C@]2(C)CCC[C@H](C)[C@@H](OC(C)=O)[C@@H]3OC(=O)C(=C)[C@@H]3C[C@H]1O2	42
CCOC(=O)c1ccc(NCCC(C)=O)cc1	101
CC1=C(C)C(=O)C(NCCN2CCOCC2)=C(Br)C1=O	-25*
CC1(C)CC(=O)C2=C(C1)N(Cc1ccc(C(=O)O)cc1)C1=C(C(=O)CC(C)(C)C1)C2c1ccc(Cl)cc1	107
CN(C)c1ccc(/C=N/NC(=O)CSc2ncnc3c2c(-c2ccccc2)cn3C2CCCCC2)cc1	105
